# Source: PubChem
# BioA inh – blocks M. tuberculosis BioA enzyme activity | purified M. tuberculosis BioA enzyme, plate reader | inhibition, % at 9.99 µM | 360,000 compounds, 0.096% hits; in the data active = inhibition above about 40%
# Starred values were filed as active, the others as inactive.
SMILES,BioA inh
O=C(c1cccc(F)c1)N1CCCCN2[C@H](C1)[C@@H](c1ccc(-c3cncnc3)cc1)[C@@H]2CO,0.9
CCC(=O)N1CCCCN2[C@H](CO)[C@@H](c3ccc(-c4cccnc4)cc3)[C@H]2C1,1.4
Cc1nn(C)cc1NC(=O)C[C@H]1CC[C@H]2[C@@H](COc3ccc(NC(=O)NC(C)C)cc3C(=O)N2C)O1,-3.2
C[C@@H]1CN([C@H](C)CO)C(=O)c2cc(-c3ccc(C#N)cc3)cnc2O[C@H]1CN(C)Cc1cccnc1,6.3
C[C@H](CO)N1C[C@H](C)[C@H](CN(C)Cc2ccccc2C(=O)O)Oc2ncc(C3=CCCCC3)cc2C1=O,-3.0
O=C(Nc1ccc(F)cc1)N[C@H]1CC[C@@H](CC(=O)N2CCOCC2)O[C@@H]1CO,1.9
COc1ccc(CN(C)C[C@H]2OCCCC[C@@H](C)Oc3ccc(NC(=O)Nc4ccc5c(c4)OCO5)cc3C(=O)N([C@H](C)CO)C[C@H]2C)cc1,-0.3
C[C@H](CO)N1C[C@H](C)[C@H](CN(C)Cc2ccc(C(F)(F)F)cc2)Oc2c(NS(=O)(=O)c3ccccc3)cccc2C1=O,-1.8
C/C=C/c1ccc([C@H]2[C@H](C#N)N(c3nc(-c4ccccc4)cs3)[C@H]2CO)cc1,-2.9
O=C(CN1CCOCC1)N1CCCCN2[C@H](C1)[C@@H](c1ccc(C#Cc3ccccc3F)cc1)[C@@H]2CO,7.3
CCC(=O)Nc1ccc2c(c1)C(=O)N(C)[C@H]1CC[C@H](CC(=O)NCc3ccccc3Cl)O[C@H]1CO2,20
C[C@H](NC(=O)[C@@H]1N[C@@H]2c3ccc(-c4ccc(C(=O)N(C)C)cc4)c(=O)n3C[C@@H]2[C@H]1CO)c1ccccc1,-1.7
COc1ccc(CN(C)C[C@H]2Oc3ccc(NC(=O)Nc4ccc(F)cc4)cc3CC(=O)N([C@H](C)CO)C[C@@H]2C)cc1,-2.0
O=C(C[C@H]1CC[C@H]2[C@@H](COC[C@H](O)CN2C(=O)C2CC2)O1)NCc1ccncc1,0.8
C[C@H](CO)N1C[C@H](C)[C@H](CN(C)S(=O)(=O)c2cccs2)Oc2ccc(NS(=O)(=O)c3ccc(Cl)cc3)cc2CC1=O,-3.2
C[C@@H]1CN([C@@H](C)CO)S(=O)(=O)c2ccc(C#Cc3ccccc3F)cc2O[C@H]1CN(C)CC1CCOCC1,2.0
Cc1ccc(S(=O)(=O)NCC[C@H]2CC[C@H](NC(=O)c3cccnc3)[C@H](CO)O2)cc1,1.6
CN1C(=O)c2cc(NS(=O)(=O)c3ccc(Cl)cc3)ccc2OC[C@@H]2O[C@H](CC(=O)N3CCc4ccccc4C3)CC[C@H]21,-3.6
N#C[C@H]1[C@H](c2ccc(C#Cc3cccc(F)c3)cc2)[C@@H](CO)N1C(=O)C1CCCC1,-1.1
Cc1noc(C)c1NC(=O)N(C)C[C@@H]1Oc2c(NC(=O)Nc3ccc4c(c3)OCO4)cccc2C(=O)N([C@@H](C)CO)C[C@H]1C,-1.2

# Among those listed so far, these have a cyano group:
SMILES,BioA inh
C[C@@H]1CN([C@H](C)CO)C(=O)c2cc(-c3ccc(C#N)cc3)cnc2O[C@H]1CN(C)Cc1cccnc1,6.3
C/C=C/c1ccc([C@H]2[C@H](C#N)N(c3nc(-c4ccccc4)cs3)[C@H]2CO)cc1,-2.9
N#C[C@H]1[C@H](c2ccc(C#Cc3cccc(F)c3)cc2)[C@@H](CO)N1C(=O)C1CCCC1,-1.1

# (more compounds)
SMILES,BioA inh
O=S(=O)(c1cccc(F)c1)N1CC[C@@H]2[C@@H](CO)Nc3ccc(C#Cc4cccc(F)c4)cc3[C@@H]21,-1.1
O=C(NCC[C@@H]1CC[C@H](NC(=O)C2CC2)[C@H](CO)O1)c1cnccn1,2.0
C[C@@H]1CN([C@H](C)CO)C(=O)c2cc(C#Cc3ccncc3)cnc2O[C@H]1CN(C)S(=O)(=O)c1ccccc1F,5.3
C[C@@H]1CCCCO[C@H](CN(C)Cc2ccccc2)[C@H](C)CN([C@@H](C)CO)C(=O)c2cc(NS(=O)(=O)c3ccccc3)ccc2O1,1.2
O=C(C[C@@H]1CC[C@@H]2[C@H](COC[C@H](O)CN2Cc2cccc(F)c2)O1)NCCc1ccncc1,-0.7
C[C@@H](O)C#Cc1ccc([C@H]2[C@H]3CN(C(=O)c4ccc5c(c4)OCO5)CCCCN3[C@H]2CO)cc1,4.0
CO[C@H]1CN(C)C(=O)c2cc(NC(=O)Nc3cc(F)ccc3F)ccc2OC[C@H](C)NC[C@H]1C,-0.8
Cc1ccccc1S(=O)(=O)N1C[C@H]2[C@@H](c3ccccc31)[C@H](CO)N2C(=O)CC1CC1,13
COc1ccc(S(=O)(=O)Nc2ccc3c(c2)C(=O)N([C@H](C)CO)C[C@@H](C)[C@@H](CN(C)C(=O)CCCN(C)C)OCCCC[C@H](C)O3)cc1,0.9
Cc1noc(C)c1NC(=O)NCC[C@H]1CC[C@@H](NC(=O)Nc2cccc(F)c2)[C@@H](CO)O1,2.8
CCCN(C)C[C@H]1OCCCC[C@H](C)Oc2ccc(NS(=O)(=O)c3ccccc3)cc2C(=O)N([C@@H](C)CO)C[C@@H]1C,-1.6
CO[C@H]1CC[C@H]2CCOc3c(C#N)cccc3C(=O)N(C)C[C@H](C)C(=O)N(C)C[C@@H]1O2,-0.5
Cc1nn(C)cc1NC(=O)C[C@H]1CC[C@@H]2[C@@H](COc3ccc(NC(=O)Nc4cccc(Cl)c4)cc3C(=O)N2C)O1,1.5
COc1ccc(S(=O)(=O)N[C@H]2CC[C@@H](CC(=O)N3CCc4ccccc4C3)O[C@H]2CO)cc1,-0.1
Cc1noc(C)c1S(=O)(=O)N(C)C[C@@H]1OCCCC[C@H](C)Oc2ccc(NC(=O)C3CCCCC3)cc2C(=O)N([C@H](C)CO)C[C@H]1C,-2.2
C/C=C/c1ccc([C@@H]2[C@H](CN(C)S(=O)(=O)c3ccccc3)N[C@@H]2CO)cc1,4.0
C/C=C/c1cnc2c(c1)C(=O)N([C@H](C)CO)C[C@@H](C)[C@@H](CN(C)Cc1ccc(F)cc1)O2,-3.7
CC(C)NC(=O)Nc1ccc2c(c1)C(=O)N([C@H](C)CO)C[C@@H](C)[C@@H](CN(C)Cc1ccc(Cl)c(Cl)c1)OCCCC[C@H](C)O2,1.0
C[C@@H]1CCCCO[C@@H](CN(C)C(=O)C2CCCCC2)[C@H](C)CN([C@H](C)CO)C(=O)c2cc(NC(=O)c3ccncc3)ccc2O1,2.6
COc1cccc(-c2ccc3n(c2=O)C[C@@H]2[C@@H](CO)[C@H](C(=O)N(C)C)N(C(=O)C4CCC4)[C@H]32)c1,-2.9
C[C@@H]1CN([C@@H](C)CO)C(=O)c2cc(NC(=O)Nc3ccc(C(F)(F)F)cc3)ccc2O[C@@H]1CN(C)Cc1ccc(-c2ccccc2)cc1,1.3
COC(=O)[C@@H]1[C@@H](CO)[C@@H]2Cn3c(cccc3=O)[C@H]1N2C(=O)C1CCC1,-0.1
C[C@@H]1CN([C@@H](C)CO)S(=O)(=O)c2ccc(-c3ccccc3)cc2O[C@H]1CN(C)Cc1cccc(F)c1,-1.8
C[C@@H]1CN([C@H](C)CO)C(=O)c2cc(NC(=O)c3ccncc3)ccc2O[C@@H]1CN(C)Cc1ccccc1,0.3
C[C@@H]1CN([C@@H](C)CO)C(=O)c2cccc(NS(=O)(=O)c3cccs3)c2O[C@@H]1CN(C)C(=O)Nc1ccc2c(c1)OCO2,0.3
Cc1ccc(S(=O)(=O)N(C)C[C@H]2Oc3c(NS(=O)(=O)c4ccccc4)cccc3C(=O)N([C@@H](C)CO)C[C@@H]2C)cc1,-2.2
COCC(=O)Nc1ccc2c(c1)C(=O)N(C)[C@@H]1CC[C@@H](CC(=O)NCc3ccccc3F)O[C@@H]1CO2,-5.3
CO[C@@H]1CN(C)C(=O)c2ccc(NC(=O)c3ccc4c(c3)OCO4)cc2OC[C@H](C)N(CC2CC2)C[C@H]1C,2.3
C[C@H]1CN([C@@H](C)CO)C(=O)Cc2cc(NC(=O)NC3CCCCC3)ccc2O[C@@H]1CN(C)C,-2.5
C[C@H]1CN([C@@H](C)CO)C(=O)c2cccc(NC(=O)c3cnccn3)c2O[C@@H]1CN(C)Cc1ccc2c(c1)OCO2,3.3
COc1ccc(S(=O)(=O)Nc2cccc3c2O[C@H](CN(C)C)[C@@H](C)CN([C@@H](C)CO)C3=O)cc1,3.1
O=C(C1CCC1)N1CCCCN2[C@H](CO)[C@H](c3ccc(C#CC4(O)CCCC4)cc3)[C@H]2C1,-2.4
C[C@H](CO)N1C[C@H](C)[C@@H](CN(C)C(=O)Nc2ccc(F)cc2)Oc2cc(-c3ccncc3)ccc2S1(=O)=O,-1.2
COCC(=O)Nc1ccc2c(c1)[C@@H]1C[C@@H](CC(=O)N(C)C)O[C@H](CO)[C@@H]1O2,-2.2
CC(C)C#Cc1cnc2c(c1)C(=O)N([C@H](C)CO)C[C@H](C)[C@H](CN(C)C(=O)Cc1ccccn1)O2,-3.9
C[C@H](CO)N1C[C@H](C)[C@@H](CN(C)S(C)(=O)=O)OCCCC[C@H](C)Oc2ccc(NS(=O)(=O)c3cn(C)cn3)cc2C1=O,0.0
C[C@@H]1CN([C@@H](C)CO)C(=O)c2cccc(NC(=O)c3cnccn3)c2O[C@@H]1CN(C)Cc1ccc(C(=O)O)cc1,-1.7
O=C(C[C@@H]1CC[C@@H](NC(=O)Cc2cccnc2)[C@@H](CO)O1)Nc1ccc(-c2ccccc2)cc1,0.6
CN(C)CC(=O)N[C@H]1CC[C@H](CCn2cc(C3CC3)nn2)O[C@H]1CO,0.0
O=C(c1cccc(F)c1)N1C[C@H]2[C@@H](c3ccccc31)[C@@H](CO)N2C(=O)c1cccc(F)c1,5.2

# Five structures already listed, sorted by length of the SMILES, ascending.
SMILES,BioA inh
COCC(=O)Nc1ccc2c(c1)[C@@H]1C[C@@H](CC(=O)N(C)C)O[C@H](CO)[C@@H]1O2,-2.2
C[C@@H]1CN([C@H](C)CO)C(=O)c2cc(NC(=O)c3ccncc3)ccc2O[C@@H]1CN(C)Cc1ccccc1,0.3
C[C@H]1CN([C@@H](C)CO)C(=O)c2cccc(NC(=O)c3cnccn3)c2O[C@@H]1CN(C)Cc1ccc2c(c1)OCO2,3.3
C[C@@H]1CN([C@@H](C)CO)C(=O)c2cccc(NC(=O)c3cnccn3)c2O[C@@H]1CN(C)Cc1ccc(C(=O)O)cc1,-1.7
Cc1ccc(S(=O)(=O)N(C)C[C@H]2Oc3c(NS(=O)(=O)c4ccccc4)cccc3C(=O)N([C@@H](C)CO)C[C@@H]2C)cc1,-2.2

# Next part:
SMILES,BioA inh
COCC#Cc1cnc2c(c1)C(=O)N([C@@H](C)CO)C[C@@H](C)[C@@H](CN(C)S(=O)(=O)c1ccccc1)O2,0.3
C[C@H](CO)N1C[C@H](C)[C@H](CN(C)Cc2ccncc2)Oc2c(NC(=O)c3cnccn3)cccc2C1=O,3.5
O=C(Nc1ccccc1)N1CCCCN2[C@H](CO)[C@@H](c3ccc(C#CC4CC4)cc3)[C@H]2C1,-1.8
C[C@H]1CCCCO[C@H](CN(C)S(=O)(=O)c2ccccc2)[C@@H](C)CN([C@@H](C)CO)C(=O)c2cc(NC(=O)CCC(F)(F)F)ccc2O1,-0.2
C[C@H](CO)N1C[C@H](C)[C@@H](CN(C)C(=O)Nc2ccc(C(F)(F)F)cc2)Oc2ccc(NC(=O)Cn3cnnn3)cc2CC1=O,-0.3
C[C@H](CO)N1C[C@H](C)[C@H](CN(C)C(=O)Nc2cc(F)ccc2F)Oc2ncc(-c3cccc(F)c3)cc2C1=O,2.8
COc1cccc(C#Cc2ccc([C@H]3[C@@H](C#N)N(C(=O)C4CCC4)[C@@H]3CO)cc2)c1,18
COc1ccc(CN(C)C[C@H]2Oc3ccc(NC(=O)CCC(F)(F)F)cc3C(=O)N([C@@H](C)CO)C[C@@H]2C)cc1,-1.3
C[C@@H]1CN([C@@H](C)CO)C(=O)c2cccc(NC(=O)NC3CCCCC3)c2O[C@@H]1CN(C)S(=O)(=O)c1cccs1,-0.6
CC(C)CC#Cc1cnc2c(c1)C(=O)N([C@H](C)CO)C[C@@H](C)[C@@H](CN(C)Cc1ccccc1C(=O)O)O2,4.9
C[C@@H]1CN([C@@H](C)CO)C(=O)c2cc(NS(=O)(=O)c3ccccc3)ccc2O[C@@H](C)CCCCO[C@H]1CN(C)S(=O)(=O)c1ccccc1,-0.8
C[C@H](NC(=O)C[C@@H]1CC[C@@H](NC(=O)Nc2ccc3c(c2)OCO3)[C@@H](CO)O1)c1ccccc1,3.0
C[C@@H]1CN([C@H](C)CO)S(=O)(=O)c2ccc(-c3ccccc3F)cc2O[C@H]1CN(C)C,2.6
COc1ccc(C#Cc2cnc3c(c2)C(=O)N([C@H](C)CO)C[C@H](C)[C@H](CN(C)S(=O)(=O)c2ccc(C#N)cc2)O3)cc1OC,-0.8
C[C@H](CO)N1C[C@H](C)[C@H](CN(C)C(=O)Nc2cccc(C(F)(F)F)c2)OCc2ccccc2-c2ccccc2C1=O,-0.5
CCC(=O)N1C[C@H](C)[C@@H](OC)CN(C)C(=O)c2cc(NS(=O)(=O)CC)ccc2OC[C@@H]1C,-0.1
C[C@@H]1CN([C@@H](C)CO)C(=O)c2cccc(NS(=O)(=O)c3cn(C)cn3)c2O[C@@H]1CN(C)C(=O)Nc1ccccc1,1.3
COc1ccc(C#Cc2cccc(-c3nc(C(=O)O)cc4c3[C@H](CCO)N(S(=O)C(C)(C)C)C4)c2)cc1OC (some centres not stated),0.4
COc1ccc(NC(=O)Nc2ccc3c(c2)C(=O)N([C@H](C)CO)C[C@H](C)[C@H](CN(C)S(=O)(=O)c2cn(C)cn2)O3)cc1,3.4
C[C@@H]1CN([C@@H](C)CO)C(=O)Cc2cc(NC(=O)Cc3ccccc3)ccc2O[C@@H]1CN(C)C(=O)Nc1ccccc1,-0.5

# Not all compounds are listed; rates above refer to the full screens.
